Bioassay records from PubChem BioAssay.
hIAP block = blocks human intestinal alkaline phosphatase | P09923 | purified IAP, CDP-Star luminescence, 30 min | inhibition, % at 10 µM | 330,000 compounds, 0.12% hits;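 active = inhibition reaching a set limit with compound at 10 µM in the primary screen, cut at about 35% in these data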;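 note: plate controls were DMSO wells with enzyme for no effect and no-enzyme buffer wells for full effect; values of inactives mirror those of a sister screen read the other way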
Target sequence (P09923 whole entry, looked up): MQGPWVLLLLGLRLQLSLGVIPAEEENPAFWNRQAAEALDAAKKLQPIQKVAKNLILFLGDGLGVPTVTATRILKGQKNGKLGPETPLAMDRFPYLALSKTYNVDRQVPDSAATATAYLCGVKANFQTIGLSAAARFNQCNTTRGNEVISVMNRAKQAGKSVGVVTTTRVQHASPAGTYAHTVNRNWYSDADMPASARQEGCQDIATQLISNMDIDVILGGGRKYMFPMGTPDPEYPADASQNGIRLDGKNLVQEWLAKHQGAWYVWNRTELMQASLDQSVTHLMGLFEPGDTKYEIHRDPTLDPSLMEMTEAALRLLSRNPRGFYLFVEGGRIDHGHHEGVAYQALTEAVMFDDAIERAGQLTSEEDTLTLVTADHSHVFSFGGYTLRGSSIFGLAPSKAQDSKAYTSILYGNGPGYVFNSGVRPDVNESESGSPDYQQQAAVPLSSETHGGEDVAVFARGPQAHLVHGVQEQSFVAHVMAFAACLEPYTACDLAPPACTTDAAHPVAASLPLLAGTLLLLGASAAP
mIAP inh = blocks mouse intestinal alkaline phosphatase | 330,000 compounds, 0.2% hits | inhibition, % at 10 µM | purified mouse IAP, CDP-Star luminescence, 30 min;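 active = inhibition of at least 40% at 10 µM in the primary screen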;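 note: plate controls were DMSO with enzyme for no effect and no enzyme wells for full effect; values of inactives mirror those of a sister screen read the other way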
beta cell repl = MIN6 beta-cell proliferation induction; MIN6 cells proliferation, ATPlite luminescence, 48 h; cells starved in 0.2% serum; 100% = growth in 10% serum; proliferation, % at 10 µM; 330,000 compounds, 0.29% hits; AID 2380;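 active = compounds whose signal lies at least 3.5 SD above the mean of all wells on their plate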;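 note: 0% = DMSO-treated cells in low-serum medium and 100% = 10% serum control; some compounds called inactive have numbers as strong as hits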
A3A deaminase = blocks human APOBEC3A ssDNA deamination | recombinant A3A, FAM/TAMRA ssDNA deamination fluorescence | inhibition, % at 20 µM | 330,000 compounds, 0.41% hits;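 active = at least 40% inhibition at 20 µM here, with at most 30% in a related deaminase screen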;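 note: plate controls were A3A with DMSO for no effect and wells lacking A3A enzyme for full effect; some results filed as inactive read as strong as hits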
hIAP activ = increases human intestinal alkaline phosphatase activity. activation factor at 10 µM. 330,000 compounds, 0.16% hits. AID 2524. P09923. purified human IAP, CDP-Star luminescence, 30 min; hits give high values; 1 = vehicle-only enzyme, 0 = enzyme-free background;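 active = activation factor of the enzyme at least 2-fold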; note: the source names both 10 and 20 µM as test concentration; values of inactives mirror those of a sister screen read the other way
ATG4B inh = blocks human ATG4B protease cleavage of LC3 substrate; inhibition, % at 8.33 µM; AID 504462; Q9Y4P1; ATG4B cleavage of LC3-PLA2, NBD-HPC fluorescence, 1 h; 340,000 compounds, 0.51% hits; in the data active = inhibition above about 40%
A3G deaminase = inhibitors of human APOBEC3G DNA deaminase | 330,000 compounds, 0.28% hits | recombinant A3G, ssDNA deamination FAM/TAMRA fluorescence | Q9HC16 | inhibition, % at 20 µM;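 active = inhibition of at least 40% at 20 µM, with no more than 30% in the related APOBEC3A deaminase screen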;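 note: plate controls were DMSO wells with A3G for no effect and wells lacking A3G enzyme for full effect; some compounds called inactive have numbers as strong as hits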
Target sequence (Q9HC16 whole entry, looked up): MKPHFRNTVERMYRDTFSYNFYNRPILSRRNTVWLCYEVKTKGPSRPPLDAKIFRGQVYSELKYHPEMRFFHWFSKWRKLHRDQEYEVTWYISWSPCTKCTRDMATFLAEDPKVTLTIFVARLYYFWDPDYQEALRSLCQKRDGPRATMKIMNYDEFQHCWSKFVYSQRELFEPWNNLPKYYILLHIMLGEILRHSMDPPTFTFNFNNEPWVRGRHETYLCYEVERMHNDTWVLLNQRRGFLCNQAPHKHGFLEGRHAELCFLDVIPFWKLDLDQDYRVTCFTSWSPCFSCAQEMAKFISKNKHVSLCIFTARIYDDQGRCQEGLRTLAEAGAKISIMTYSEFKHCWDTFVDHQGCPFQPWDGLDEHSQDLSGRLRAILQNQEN
mIAP activ = increases mouse intestinal alkaline phosphatase activity | 330,000 compounds, 0.24% hits | AID 2805 | activation factor at 10 µM | muIAP, CDP-Star luminescence, 30 min; hits give high values; 1 = vehicle-only enzyme signal, 0 = enzyme-free wells;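 active = activation factor of at least 2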; note: the source names both 10 and 20 µM as test concentration; values of inactives mirror those of a sister screen read the other way
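System: Mouse IAP enzyme | Also added: CDP-Star substrate | Dosing: Compounds dispensed in DMSO | Schedule: 30 min enzyme-substrate-compound incubation at room temperature | Technique: Chemiluminescence readout | Control set: DMSO-only wells and no-enzyme negative control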
MPTP block = blocks calcium-induced mitochondrial swelling; 360,000 compounds, 1.4% hits; inhibition, % at 10 µM; isolated mouse mitochondria, Ca2+ swelling absorbance, 30 min;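 active = inhibition of 50% or more, scaled per plate between neutral and stimulator controls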;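 note: 0% = DMSO wells given calcium and 100% = 1 mM EGTA wells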
An asterisk follows results filed as active.

What do the screens show for `COc1ccccc1Nc1nc(NCCCN(C)C)nc(N)c1[N+](=O)[O-]`?
hIAP block: -18; mIAP inh: 2; beta cell repl: -6; A3A deaminase: 4; hIAP activ: 1.2; ATG4B inh: -8; A3G deaminase: 1; mIAP activ: 0.98; MPTP block: -0.2

Results for COc1cccc(CNc2ccc(S(N)(=O)=O)cc2)c1OC ?
hIAP block: 2; mIAP inh: 3; beta cell repl: -4; A3A deaminase: -5; hIAP activ: 0.98; ATG4B inh: -1; A3G deaminase: -11; mIAP activ: 0.97; MPTP block: -0.4

What do the screens show for `O=C(NCc1ccccc1)c1ccc(CNc2c(N3CCCC3)c(=O)c2=O)cc1`?
hIAP block: -8; mIAP inh: 6; beta cell repl: 1; A3A deaminase: -2; hIAP activ: 1.1; ATG4B inh: -3; A3G deaminase: -5; mIAP activ: 0.94; MPTP block: -0.3

How did O=C(c1ccccc1)c1ccc(N2CCOCC2)c(NC(=O)c2ccco2)c1 do in these assays?
hIAP block: -16; mIAP inh: -5; beta cell repl: 2; A3A deaminase: -6; hIAP activ: 1.2; ATG4B inh: -4; A3G deaminase: -10; mIAP activ: 1; MPTP block: 1.2

How did CC1CCN(c2ccc(C=O)o2)CC1 do in these assays?
hIAP block: 1; mIAP inh: -11; beta cell repl: -2; A3A deaminase: 0; hIAP activ: 0.99; ATG4B inh: -1; A3G deaminase: -7; mIAP activ: 1.1; MPTP block: -0.3

What do the screens show for `O=C(NCCc1ccccc1)c1nccc2ccccc12`?
hIAP block: -2; mIAP inh: 4; beta cell repl: 1; A3A deaminase: 0; hIAP activ: 1; ATG4B inh: 1; A3G deaminase: 1; mIAP activ: 0.96; MPTP block: -1.0

How did COc1cc(OC)nc(Oc2cc(/C=N/O)ccc2OC)n1 do in these assays?
hIAP block: 14; mIAP inh: 2; beta cell repl: 0; A3A deaminase: -4; hIAP activ: 0.86; ATG4B inh: -11; A3G deaminase: -7; mIAP activ: 0.98; MPTP block: 0.2

Results for O=C1CC(c2ccccc2)CC(=O)C1CS(=O)(=O)c1ccccc1 (configuration not stated) ?
hIAP block: 2; mIAP inh: 3; beta cell repl: 2; A3A deaminase: -1; hIAP activ: 0.97; ATG4B inh: -9; A3G deaminase: -2; mIAP activ: 0.97; MPTP block: 0.2

How did COc1ccc(Nc2ncnc3nc[nH]c23)cc1OC do in these assays?
hIAP block: -16; mIAP inh: 12; beta cell repl: -3; A3A deaminase: -4; hIAP activ: 1.2; ATG4B inh: -5; A3G deaminase: -8; mIAP activ: 0.88; MPTP block: -0.6

What do the screens show for `Cc1[nH]c2ccccc2c1C(=O)C(=O)NCCc1c[nH]c2ccccc12`?
hIAP block: 6; mIAP inh: 5; beta cell repl: -2; A3A deaminase: -6; hIAP activ: 0.94; ATG4B inh: -6; A3G deaminase: -5; mIAP activ: 0.95; MPTP block: -0.1

Results for O=C(CCc1ccccc1)Nc1nn[nH]n1 ?
hIAP block: 3; mIAP inh: 30; beta cell repl: 0; A3A deaminase: -3; hIAP activ: 0.97; ATG4B inh: 1; A3G deaminase: -5; mIAP activ: 0.7; MPTP block: 0.0

Results for CC(C)NCC(O)c1ccc(O)c(O)c1 (configuration not stated) ?
hIAP block: 10; mIAP inh: 21; beta cell repl: -7; A3A deaminase: -6; hIAP activ: 0.9; ATG4B inh: 3; A3G deaminase: -3; mIAP activ: 0.79; MPTP block: 0.7

How did COCCNC(=O)c1cc2cc(Br)cc(Br)c2oc1=O do in these assays?
hIAP block: -8; mIAP inh: -11; beta cell repl: -4; A3A deaminase: 1; hIAP activ: 1.1; ATG4B inh: -4; A3G deaminase: -1; mIAP activ: 1.1; MPTP block: -1.0

Results for O=S(=O)(c1ccc2oc3ccccc3c2c1)N1CCOCC1 ?
hIAP block: -7; mIAP inh: 5; beta cell repl: -3; A3A deaminase: -1; hIAP activ: 1.1; ATG4B inh: -9; A3G deaminase: -4; mIAP activ: 0.95; MPTP block: 1.4

Results for COc1cc(CC(=O)N2CCC(n3nccc3NC(=O)C3CC3)CC2)cc(OC)c1OC ?
hIAP block: 14; mIAP inh: 4; beta cell repl: 1; A3A deaminase: -2; hIAP activ: 0.86; ATG4B inh: 12; A3G deaminase: -5; mIAP activ: 0.96; MPTP block: -0.6

Results for Cc1ccc(S(=O)(=O)N2[C@@H](c3ccc(Cl)cc3)C(C(=O)O)=C[C@H]2CC2CCCC2)cc1 ?
hIAP block: -13; mIAP inh: 19; beta cell repl: -4; A3A deaminase: -6; hIAP activ: 1.1; ATG4B inh: 5; A3G deaminase: -7; mIAP activ: 0.81; MPTP block: 1.9

What do the screens show for `O=C(C/C=N\OCc1ccc([N+](=O)[O-])cc1)Nc1ccc(F)cc1F`?
hIAP block: 18; mIAP inh: 2; beta cell repl: -2; A3A deaminase: -2; hIAP activ: 0.82; ATG4B inh: -6; A3G deaminase: -7; mIAP activ: 0.98; MPTP block: -0.5

What do the screens show for `COC(=O)c1[nH]c2cccc(OC)c2c1NC(=O)CCN1CCSCC1`?
hIAP block: -23; mIAP inh: -5; beta cell repl: -1; A3A deaminase: -6; hIAP activ: 1.2; ATG4B inh: -1; A3G deaminase: -4; mIAP activ: 1.1; MPTP block: 1.7

How did O=C(NCc1ccccn1)C(=O)N/N=C/c1ccc2c(c1)OCO2 do in these assays?
hIAP block: -51; mIAP inh: 6; beta cell repl: 0; A3A deaminase: -6; hIAP activ: 1.5; ATG4B inh: -4; A3G deaminase: -8; mIAP activ: 0.94; MPTP block: 0.9

Results for COc1cccc(NCc2cc(=O)oc3cc(-c4ccccc4)c(O)cc23)c1 ?
hIAP block: -1; mIAP inh: 10; beta cell repl: -2; A3A deaminase: -3; hIAP activ: 1; ATG4B inh: 32; A3G deaminase: -4; mIAP activ: 0.9; MPTP block: 45

How did O=C(NCCSc1ccccc1)c1ccc(Br)cc1 do in these assays?
hIAP block: -5; mIAP inh: -6; beta cell repl: 0; A3A deaminase: -6; hIAP activ: 1.1; ATG4B inh: 3; A3G deaminase: -9; mIAP activ: 1.1; MPTP block: 2.0

What do the screens show for `CCOc1ccc(CN(C)C(C)C(=O)NCc2ccccc2)cc1` (configuration not stated)?
hIAP block: 6; mIAP inh: -4; beta cell repl: -4; A3A deaminase: 0; hIAP activ: 0.94; ATG4B inh: -2; A3G deaminase: -2; mIAP activ: 1; MPTP block: 0.6

How did O=C(C(=O)N1CCCC1)c1c[nH]c2ccccc12 do in these assays?
hIAP block: -4; mIAP inh: 2; beta cell repl: -1; A3A deaminase: 0; hIAP activ: 1; ATG4B inh: -5; A3G deaminase: -3; mIAP activ: 0.97; MPTP block: -0.7

Results for Cc1cc(C(=O)COC(=O)c2n[nH]c(=O)c3ccccc23)c(C)n1C ?
hIAP block: -2; mIAP inh: 6; beta cell repl: -5; A3A deaminase: 0; hIAP activ: 1; ATG4B inh: -3; A3G deaminase: 5; mIAP activ: 0.94; MPTP block: 0.0

Results for COc1ccc2[nH]c(C(=O)O)c(NS(=O)(=O)c3ccc(F)cc3)c2c1 ?
hIAP block: -5; mIAP inh: 0; beta cell repl: 1; A3A deaminase: -2; hIAP activ: 1; ATG4B inh: -2; A3G deaminase: -1; mIAP activ: 1; MPTP block: -0.8

Results for CCc1ccccc1NC(=S)N1CCNC(=O)C1CC(=O)OC (configuration not stated) ?
hIAP block: 13; mIAP inh: -5; beta cell repl: 2; A3A deaminase: 2; hIAP activ: 0.87; ATG4B inh: -1; A3G deaminase: -1; mIAP activ: 1; MPTP block: 0.4

Results for O=C(Cc1csc(N2CCOCC2)n1)N/N=C/c1ccc(Cl)cc1Cl ?
hIAP block: 16; mIAP inh: 7; beta cell repl: -3; A3A deaminase: -1; hIAP activ: 0.84; ATG4B inh: -9; A3G deaminase: -7; mIAP activ: 0.93; MPTP block: 0.8

How did O=C(Cc1ccc(Cl)cc1)Nc1cccc(C(=O)Nc2ccccc2C(=O)O)c1 do in these assays?
hIAP block: -8; mIAP inh: 0; beta cell repl: -1; A3A deaminase: -1; hIAP activ: 1.1; ATG4B inh: 35; A3G deaminase: -2; mIAP activ: 1; MPTP block: 0.0

How did CCCNC(=O)NC(=O)CSc1nnc(-c2ccncc2)n1CC do in these assays?
hIAP block: -1; mIAP inh: -2; beta cell repl: -1; A3A deaminase: 1; hIAP activ: 1; ATG4B inh: -6; A3G deaminase: -6; mIAP activ: 1; MPTP block: 0.1

What do the screens show for `Cc1cc(N)ccc1N1CCCC1`?
hIAP block: -4; mIAP inh: 13; beta cell repl: -6; A3A deaminase: -10; hIAP activ: 1; ATG4B inh: 13; A3G deaminase: 29; mIAP activ: 0.87; MPTP block: -4.1

What do the screens show for `COc1ccccc1/C(C)=N/Oc1cc(N)cc([N+](=O)[O-])c1`?
hIAP block: 10; mIAP inh: 9; beta cell repl: 1; A3A deaminase: 10; hIAP activ: 0.9; ATG4B inh: 7; A3G deaminase: 7; mIAP activ: 0.91; MPTP block: 0.0

What do the screens show for `Cc1ccc2nc(-c3cccnc3)cc(C(=O)Nc3ccc(F)cc3C)c2c1`?
hIAP block: -8; mIAP inh: 10; beta cell repl: -1; A3A deaminase: 0; hIAP activ: 1.1; ATG4B inh: -1; A3G deaminase: -6; mIAP activ: 0.9; MPTP block: 0.0

Results for COC(=O)C(NC(=O)c1ccccc1C(=O)O)c1ccc2ccccc2c1 (configuration not stated) ?
hIAP block: -4; mIAP inh: 0; beta cell repl: -3; A3A deaminase: -2; hIAP activ: 1; ATG4B inh: -4; A3G deaminase: 4; mIAP activ: 1; MPTP block: 2.9

What do the screens show for `Cc1cc2[nH]ncc2cc1NC(N)=S`?
hIAP block: -2; mIAP inh: -8; beta cell repl: 4; A3A deaminase: 0; hIAP activ: 1; ATG4B inh: 2; A3G deaminase: -3; mIAP activ: 1.1; MPTP block: 8.2

Results for CN(C)S(=O)(=O)c1cccc(C(=O)NCC(=O)NC2CCN(Cc3ccccc3)CC2)c1 ?
hIAP block: 0; mIAP inh: -10; beta cell repl: -1; A3A deaminase: -2; hIAP activ: 1; ATG4B inh: -13; A3G deaminase: -5; mIAP activ: 1.1; MPTP block: 0.3

What do the screens show for `Cc1cc(NC(=O)CSc2nnc(-c3ccncc3)n2C)n(-c2ccccc2)n1`?
hIAP block: -8; mIAP inh: -2; beta cell repl: 1; A3A deaminase: -1; hIAP activ: 1.1; ATG4B inh: -2; A3G deaminase: -4; mIAP activ: 1; MPTP block: 0.7

What do the screens show for `COc1ccc(NC(=O)c2cc(-c3ccc(C)o3)nc3ccccc23)cc1OC`?
hIAP block: -7; mIAP inh: 13; beta cell repl: -3; A3A deaminase: 9; hIAP activ: 1.1; ATG4B inh: -16; A3G deaminase: -2; mIAP activ: 0.87; MPTP block: -2.0

How did CC(C)(C)c1nc(SCC(=O)Nc2ccc3c(c2)OCCO3)c2ccccc2n1 do in these assays?
hIAP block: 3; mIAP inh: 6; beta cell repl: -3; A3A deaminase: -2; hIAP activ: 0.97; ATG4B inh: -10; A3G deaminase: -6; mIAP activ: 0.94; MPTP block: 1.1

Results for Cc1ccc2oc(=O)c3cc(C(=O)NCCCN4CCN(C)CC4)sc3c2c1 ?
hIAP block: -21; mIAP inh: 1; beta cell repl: -3; A3A deaminase: -2; hIAP activ: 1.2; ATG4B inh: -10; A3G deaminase: -5; mIAP activ: 0.99; MPTP block: 7.8
